Screens from PubChem.
Polio RdRp inh: poliovirus RdRp elongation inhibitors, primary screen, biochemical, fluorescence polarization, total intensity; Genome polyprotein (Poliovirus type 1 (strain Mahoney)), P03300; poliovirus polymerase elongation; active compounds read low; % elongation, % (compound at 16.7 µg/mL); 150,000 compounds, 0.66% hits; in the data active = % elongation below about 90%; also: some results filed as inactive read as strong as hits
Target sequence (P03300 1749-2209 limits assumed): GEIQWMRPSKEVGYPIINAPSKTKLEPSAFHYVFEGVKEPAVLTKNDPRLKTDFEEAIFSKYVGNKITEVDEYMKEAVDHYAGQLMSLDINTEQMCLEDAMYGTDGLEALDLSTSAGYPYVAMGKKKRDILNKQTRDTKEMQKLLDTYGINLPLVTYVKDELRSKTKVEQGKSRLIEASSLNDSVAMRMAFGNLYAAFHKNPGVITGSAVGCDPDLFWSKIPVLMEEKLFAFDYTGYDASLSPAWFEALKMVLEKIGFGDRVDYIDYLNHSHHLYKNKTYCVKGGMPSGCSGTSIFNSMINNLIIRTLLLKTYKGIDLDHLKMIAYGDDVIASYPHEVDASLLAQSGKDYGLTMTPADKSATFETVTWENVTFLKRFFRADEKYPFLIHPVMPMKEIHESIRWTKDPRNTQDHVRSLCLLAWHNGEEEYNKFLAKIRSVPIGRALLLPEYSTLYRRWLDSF
Polio RdRp inh FP z-score: recorded beside Polio RdRp inh, whose call it bears; z-score; measured here: FP z-score; hits read low
An asterisk follows results filed as active. A portion of the library. The share of hits here may be higher or lower than overall.

The opening 2 compounds (preview)
SMILES | Polio RdRp inh | Polio RdRp inh FP z-score
CCCOc1ccc(CNC(=O)CCCn2ncn3c(cc4sc(CC)cc43)c2=O)cc1 | 108.0 | 0.4
Cn1c(=N)n(CCOc2ccccc2Cl)c2ccccc21 | 105.0 | 0.8

The listing, repeating the preview:
SMILES | Polio RdRp inh | Polio RdRp inh FP z-score
CCCOc1ccc(CNC(=O)CCCn2ncn3c(cc4sc(CC)cc43)c2=O)cc1 | 108.0 | 0.4
Cn1c(=N)n(CCOc2ccccc2Cl)c2ccccc21 | 105.0 | 0.8
CCOC(=O)N1CCN(S(=O)(=O)c2ccc(F)c(C(=O)Nc3ccc(C(F)(F)F)cc3)c2)CC1 | 101.0 | 0.2
Cc1ccc(Cn2c(C(=O)O)c(CNCc3ccccc3Cl)c3ccc(C)cc32)cc1 | 103.0 | -0.8
C(=N\N=C\c1cccs1)/c1cccs1 | 104.0 | 0.4
CCOC(=O)C1CCCN(C(=O)c2cc(-c3ccco3)nc3ccccc23)C1 (configuration not stated) | 98.0 | -0.5
COc1ccc2nc(NC(=O)CCNS(=O)(=O)c3cccc4nsnc34)sc2c1 | 99.0 | -0.2
CCCCN(CCCC)c1nc(-c2ccccc2)nc2ccccc12 | 99.0 | -0.6
O=C(O)C1CCCN1C(=O)c1cncc(Br)c1 (configuration not stated) | 102.0 | -0.1
O=C(CCCCl)Nc1ccccc1Cl | 101.0 | -0.5
CS(=O)(=O)c1ccccc1C(=O)Nc1ccc(C#N)cc1 | 102.0 | -0.1
Cn1c(N)c(C(=O)COC(=O)C2CCN(S(=O)(=O)c3cccs3)CC2)c(=O)n(C)c1=O | 100.0 | -0.3
Cn1c(=NC(=O)COc2ccccc2)sc2cccc(F)c21 | 99.0 | -0.6
CCN(CC)C1=CC2=CC(=C(C#N)C#N)CCC2CC1 (configuration not stated) | 45.0 | -6
Cc1nccn1C(C)CC(=O)O (configuration not stated) | 109.0 | 0.5
CCCCNc1nc2ccccc2c2nc(-c3ccccc3)nn12 | 109.0 | 1.7
O=C(Cn1c(SCC(=O)Nc2ccc(F)cc2)nc2ccccc21)NCc1ccccc1Cl | 109.0 | 0.6
Cc1cccc(NC(=O)c2ccc(Br)o2)c1 | 105.0 | 0.2
CCCCN(C)S(=O)(=O)c1cc(-c2cc(C(=O)OCC)no2)ccc1OC | 98.0 | -1.1
CC(C)C(NC(=O)C1CCCCC1)C(=O)O (configuration not stated) | 100.0 | 0
CCCN(CC(=O)Nc1ccccc1OC)C(=O)c1ccncc1 | 106.0 | 0.5
COc1ccc(-c2nc3n(n2)C(c2ccc(OC)c(OC)c2)C(C(=O)Nc2cccnc2)=C(C)N3)cc1 (configuration not stated) | 103.0 | 0.1
CC1CCCCN1C(=O)Cn1c(=O)cnc2ccccc21 (configuration not stated) | 99.0 | -0.5
O=C1CCC(C(=O)NC(c2ccccc2)c2ccccc2)=NN1 | 102.0 | -0.1
Cc1csc(Nc2ccccc2)n1 | 95.0 | -0.9
Cc1ccsc1C(=O)OCC(=O)NCc1ccccc1 | 103.0 | 0.6
Cc1ccc(-n2nnc(C(=O)N3CCCCC3)c2N)cc1 | 103.0 | 0.3
COc1ccc(NC(=O)CN(C)C2CCS(=O)(=O)C2)cc1 (configuration not stated) | 105.0 | 0.3
CCc1ccccc1NC(=O)N1CCC(NC(=O)C(C)(C)C)CC1 | 103.0 | 0.5
CN(C)C(CNC(=O)c1ccc2c(c1)OCO2)c1ccco1 (configuration not stated) | 107.0 | 0.7
NS(=O)(=O)c1ccc(CCNc2ncnc3c2cnn3-c2cccc(Cl)c2)cc1 | 107.0 | 0
CC(C(=O)O)c1ccc2c(c1)[nH]c1ccc(Cl)cc12 (configuration not stated) | 97.0 | -0.7
CNS(=O)(=O)c1cc(-c2nnc(Nc3ccc4c(c3)OCO4)c3ccccc23)ccc1C | 103.0 | 0.5
Cc1cc(-c2ccc(S(=O)(=O)N3CCCCC3)s2)on1 | 103.0 | 1
O=C(Nc1ccccc1)N1CCn2c1nc1ccccc12 | 102.0 | 0
CCc1nnc(NC(=O)c2ccc(N3C(=O)C4C5C=CC(C5)C4C3=O)cc2)s1 (configuration not stated) | 102.0 | 0.1
Cc1ccccc1-n1ccc(=O)[nH]c1=O | 110.0 | 1.3
O=C(NCCN1CCN(c2cccc(Cl)c2)CC1)C1c2ccccc2C(=O)N2CCc3ccccc3C12 (configuration not stated) | 100.0 | -0.8
c1cncc(Nc2nc(-c3cccs3)cs2)c1 | 112.0 | 1.4
CC(=O)Nc1cc2c3c(c1)CCC(=O)N3CCC2 | 103.0 | 0.4
CCN(CC)S(=O)(=O)c1cccc(C(=O)N2CCc3ccccc3C2)c1 | 102.0 | 0.1
Cc1ccccc1NC(=O)CN1CCC(n2nnc3ccccc32)CC1 | 100.0 | -0.9
O=C(c1ccc(-c2nc3ccccc3s2)o1)N1CCCCCC1 | 102.0 | 0
CCOC(=O)COn1c(C)c(C(=O)OCC)c2c3nonc3ccc21 | 101.0 | -0.3
Cc1ccc(C)c(OC(=O)CCN2C(=O)c3ccccc3C2=O)c1 | 102.0 | 0.5
N#Cc1c(N)c(C#N)c(=S)n(CC2CCCO2)c1N (configuration not stated) | 104.0 | 0.5
C=CCNCc1cccs1 | 105.0 | 0.4
Cc1ccc(CSc2ncnc3sc(C)c(C)c23)cc1 | 99.0 | -0.5
O=C(O)c1ccc(OC2CSC2)cc1 | 103.0 | 0.4
COc1ccc(CNc2cc(-c3ccc(OC)cc3)nc3nncn23)cc1 | 104.0 | -1
CCOC(=O)Nc1ccc2c(COC(=O)c3nccnc3N)cc(=O)oc2c1 | 104.0 | 0
CCCN1C(=O)C(O)(CC(=O)c2ccc(OC)c(OC)c2)c2ccccc21 (configuration not stated) | 114.0 | 0.5
COc1ccc(NC(=O)c2cc(S(=O)(=O)N3CCCC(C)C3)cn2C)c(OC)c1 (configuration not stated) | 108.0 | 0.5
CCn1c(SC(C)c2nc3ccccc3s2)nnc1-c1cccc(S(=O)(=O)N2CCCC2)c1 (configuration not stated) | 107.0 | 0.5
COc1ccc(Cn2ccc3nc(C)c(C(=O)Nc4ccc(OC(F)(F)F)cc4)cc3c2=O)cc1 | 102.0 | -0.8
NS(=O)(=O)c1ccc(NNC(=O)C2CCN(C(=O)OCc3ccccc3)CC2)cc1 | 102.0 | 0.1
Cc1ccc(C)c(NC(=O)CSc2ccc3nc(-c4ccccc4)cn3n2)c1 | 108.0 | 0.1
CC(Oc1cccc(Cl)c1)C(=O)N1CCCCC1 (configuration not stated) | 106.0 | 1.4
O=C(C1CCN(c2ncc(C(F)(F)F)cc2Cl)CC1)N1CCCc2ccccc21 | 99.0 | -0.5
COc1ccc(-c2nnn(CN(C)Cc3sccc3C)n2)cc1OC | 99.0 | -0.2

A draw from above in order of SMILES length, highest first.
SMILES | Polio RdRp inh | Polio RdRp inh FP z-score
CCn1c(SC(C)c2nc3ccccc3s2)nnc1-c1cccc(S(=O)(=O)N2CCCC2)c1 (configuration not stated) | 107.0 | 0.5
COc1ccc(-c2nnn(CN(C)Cc3sccc3C)n2)cc1OC | 99.0 | -0.2
O=C(O)c1ccc(OC2CSC2)cc1 | 103.0 | 0.4

Remaining list, next part.
SMILES | Polio RdRp inh | Polio RdRp inh FP z-score
COC(=O)c1cc2sc(Cl)cc2n1Cc1nc(-c2ccccc2F)oc1C | 107.0 | 0.1
Cc1ccc(N(C(=O)c2ccccc2C)S(=O)(=O)c2ccc(Cl)cc2)cc1 | 103.0 | 0.5
O=C(C1CCCN(c2ncnc3c2nc2n3CCCCC2)C1)N1CCCCCC1 (configuration not stated) | 103.0 | 0.2
O=C(CN(CCc1ccccc1)S(=O)(=O)c1ccccc1)NCc1ccc(Cl)cc1 | 108.0 | 0.6
COc1ccccc1/C=C1/Sc2ccc(C(=O)N3CCN(c4ncccn4)CC3)cc2N(C)C1=O | 103.0 | 0.8
CC(C)C(=O)Nc1ccc(-c2nc3cc(C(C)C)ccc3o2)cc1 | 101.0 | -0.1
CSc1cccc(NC(=S)NCc2cccn2C)c1 | 100.0 | -1
COc1ccc(C2CC(=O)C(C=NCCN3CCNCC3)=C(O)C2)cc1 (configuration not stated) | 101.0 | 0.2
O=C(Nc1nnc(S(=O)(=O)N2CCCCCC2)s1)c1ccccc1Br | 106.0 | -0.5
O=C(COc1cccc2c1CCN(Cc1ccccc1)C2=O)N1CCCCCC1 | 100.0 | -0.2
Cc1ccccc1C1C2=C(CCCC2=O)Nc2c1c(=O)[nH]c(=O)n2-c1ccccc1 (configuration not stated) | 103.0 | 0.5
Cc1ccc(C(=O)NC(=S)N2CCNC(=O)C2)cc1I | 106.0 | 2.1
Cc1occc1-c1nnc(SCC(=O)N(C)C2CCCc3ccccc32)n1C (configuration not stated) | 100.0 | -0.5
Cc1ccc(CN(Cc2ccco2)C(=O)c2oc3c(C)c(C)ccc3c2C)cc1 | 109.0 | 0.7
Cc1cnc2c(c1)N1CCC2CC1 | 102.0 | 0
O=C(O)CSc1nc(-c2ccccc2)nc2c1CCCC2 | 100.0 | -0.8
Cc1ccc(NC(=O)c2c(NC(=O)C(F)(F)F)sc3c2CCCCC3)cc1 | 98.0 | -0.8
O=C(CCN1C(=O)c2ccccc2C1=O)OCc1ccc(F)cc1 | 103.0 | 1.1
CC(=O)ON1C(=O)c2cccc3c(Br)ccc(c23)C1=O | 98.0 | -1.2
Cc1ccccc1NC(=O)c1ccc(CN2CC(=O)N3CCCCC3C2=O)cc1 (configuration not stated) | 105.0 | 1.5
C/C(=N\O)c1cc(-c2ccccc2)c(C(F)(F)F)s1 | 106.0 | 0.4
C=CC[C@H]1Cc2ccccc2[C@H](CC=C)N1 | 103.0 | 0.2
COc1ccc(/C(COc2ccccc2O)=N\O)cc1 | 96.0 | -0.6
CNC(=O)NC(=O)CN1CCCc2cc(C)ccc21 | 104.0 | 0.4
O=C(NCCc1ccc(Cl)cc1)C1CCN(c2ncnc3c2nc2n3CCCCC2)CC1 | 105.0 | -0.2
C=CCN1C(=O)/C(=C/c2cc(C)n(-c3ccc(CC)cc3)c2C)SC1=S | 104.0 | 0.5
CC(=O)OC(C(=O)NCc1ccc(F)cc1)c1ccccn1 (configuration not stated) | 102.0 | 0.1
COc1cc(C)nn1-c1ccc(Cl)cc1 | 101.0 | 0
O=C(Cn1c(=O)n(-c2ccccc2)c(=O)c2c3c(sc21)CCCC3)Nc1ccc(F)cc1 | 108.0 | 0.7
CC(C)C(=O)OCc1cc(=O)n2cc(Br)ccc2n1 | 103.0 | 0.2
Cc1ccc2nc(COc3ccccc3C#N)cc(=O)n2c1 | 98.0 | -0.3
Cc1ccc(Cc2cnc(NC(=O)C(c3ccccc3)c3ccccc3)s2)cc1 | 104.0 | 0.1
Cc1ccc(C)c(NC(=O)CSc2ncc(S(=O)(=O)c3ccc(C)c(Cl)c3)c(=O)[nH]2)c1 | 103.0 | -0.8
C/C(=N\N=C(N)N)c1ccc(C)cc1 | 104.0 | 0.6
COc1ccc(NC(=O)c2ccco2)c(NC(=O)c2ccc(I)cc2)c1 | 100.0 | -0.9
CCCn1c(=N)c(C(N)=O)cc2c(=O)n3cc(C)ccc3nc21 | 103.0 | 0.2
COc1ccc(NC(C)=O)cc1NC(=O)C(NC(=O)c1cc(OC)c(OC)c(OC)c1)C(C)C (configuration not stated) | 101.0 | -0.3
COC(=O)c1cnn2c1NCN(Cc1cccc(OC)c1)C2 | 100.0 | 0
CC1Cn2c(nnc2C23CC4CC(CC(C4)C2)C3)S1 (configuration not stated) | 100.0 | 0
CC(C(=O)O)N1C(=O)NC2NC(=O)NC21 (configuration not stated) | 102.0 | 0.1
CCN(CC)c1nn2c(=O)c(C(=O)NCc3ccc(OC)cc3OC)cnc2s1 | 106.0 | 0.1
CC1Cc2cc(OCC(=O)O)ccc2C1=O (configuration not stated) | 90.0 | -1.3
CCn1c(CCNC(=O)c2ccccc2OC)nc2ccccc21 | 101.0 | -0.3
Cn1c(=NC(=O)CCOc2ccccc2)sc2cc(Br)ccc21 | 103.0 | 0.3
O=C(NC1CC1)c1ccc(/C=C2/Oc3ccccc3N(Cc3ccccc3F)C2=O)cc1 | 104.0 | 1.1
CCc1ccc2c(C)nc(NC3=NC(C)(C)C=C(C)N3)nc2c1 | 93.0 | -1.1
Cc1ccc(C)c(S(=O)(=O)NCCCn2ccnc2)c1 | 99.0 | -1.1
C[C@]12CCC(=O)C=C1CC[C@@H]1[C@@H]2C(=O)C[C@]2(C)C(=O)CC[C@@H]12 | 100.0 | 0.1
CC1CCN(C(=O)COc2ncnc3ccccc23)CC1 | 104.0 | 0.2
COc1cc(C(=O)N2CCc3ccccc3C2)cc(NC(=O)c2ccco2)c1OC | 103.0 | -0.5
COc1ccc2nc3oc(C(=O)N4CCN(c5cccc(C(F)(F)F)c5)CC4)cc3cc2c1 | 106.0 | 1.8
N#Cc1nc(-c2ccccc2F)oc1NCCCN1CCOCC1 | 106.0 | 0.9
Cc1ccc(NC(=O)c2ccc3c(c2)CCO3)cc1 | 108.0 | 0.9
O=C1NC(=O)/C(=C\c2cccc(C(F)(F)F)c2)S1 | 101.0 | -0.2
O=C(Nc1ccc(S(=O)(=O)N2CCC(c3nc4ccccc4s3)CC2)cc1)c1ccccc1F | 108.0 | 0.2
CC(C)n1cnc2cc(NCc3ccccc3O)ccc21 | 102.0 | 0.5
O=C(CSc1nc2sc3c(c2c(=O)n1Cc1ccco1)CCC3)Nc1nccs1 | 100.0 | -0.4
O=C(Nc1onc2c1CCCC2)c1ccc(Cl)cc1 | 109.0 | 0.3
CCCCCSc1ncnc2nc[nH]c12 | 100.0 | -0.7
COc1nnc(-c2ccc(C)c(S(=O)(=O)N(C)C)c2)c2ccccc12 | 102.0 | 0.2

Going on with the list:
SMILES | Polio RdRp inh | Polio RdRp inh FP z-score
O=C(Cn1c(=O)n(Cc2ccco2)c(=O)c2sc3ccccc3c21)Nc1ccc(F)cc1F | 104.0 | 0
O=C(CN1CCCCCC1)Nc1ccc2c(c1)OC(F)(F)O2 | 105.0 | 0.2
COc1ccc(N2CCN(C(C)C(N)=O)CC2)cc1 (configuration not stated) | 107.0 | -0.4
C[C@H](NC(=O)OC(C)(C)C)c1nnc(SCc2c(F)cccc2Cl)o1 | 107.0 | 0.6
Cc1noc(C)c1CON=c1c(C)nc2ccccc2nc1C | 103.0 | 0.1
Cn1c(=O)cc(SCC(=O)NCCCN2CCN(c3ccccc3F)CC2)c2cc(Cl)ccc21 | 105.0 | 2.7
